MLLE-PAM2 inh = blocks PAM2 peptide binding to the PABP1 MLLE domain | 360,000 compounds, 0.36% hits | GST-MLLE / FITC-PAM2 fluorescence polarization | inhibition, % at 20 µM; in the data active means inhibition above about 35%, passing the limit was not always enough;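 further: plate controls were DMSO wells with GST-MLLE for no effect and wells lacking GST-MLLE protein for full effect; some results filed as inactive read as strong as hits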
CSN inh = blocks human CSN-mediated cullin deneddylation; Q92905; AID 651999; inhibition, % at 12.5 µM; 360,000 compounds, 0.38% hits; Purified CSN, SCF-Nedd8-OG deneddylation, fluorescence polarization;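 active means pattern-corrected inhibition above about 35%, with an unprinted fluorescence ratio check between 0.5 and 1.5, limit read from the data, passing the limit was not always enough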;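 further: 0% = enzyme with substrate and 100% = substrate without enzyme; some results filed as inactive read as strong as hits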
Target sequence (Q92905 whole entry, looked up, one chain of several): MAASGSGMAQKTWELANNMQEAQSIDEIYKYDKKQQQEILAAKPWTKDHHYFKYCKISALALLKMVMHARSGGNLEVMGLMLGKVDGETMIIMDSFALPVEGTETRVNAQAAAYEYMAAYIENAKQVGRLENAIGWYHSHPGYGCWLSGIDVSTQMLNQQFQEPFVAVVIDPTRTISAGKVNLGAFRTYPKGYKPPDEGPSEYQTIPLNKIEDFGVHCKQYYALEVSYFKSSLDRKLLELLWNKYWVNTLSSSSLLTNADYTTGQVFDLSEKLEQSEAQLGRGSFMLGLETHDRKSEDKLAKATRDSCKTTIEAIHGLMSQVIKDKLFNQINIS
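Schedule: reaction 90 min, room temperature / Assay system: HEK293T-derived human Csn5 enzyme / Input: Csn5 at 0.24 nM final / Measure: inhibition of Csn5 cleavage, % / Control set: substrate-only high control, full reaction low control / Technique: fluorescence polarization of the substrate / Buffer or medium: Tris/NaCl/DTT buffer, pH 7.5 / Reagent: SCFSkp2-Nedd8OG substrate at 10 nM final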
bovine MsrA act = activates bovine MsrA enzyme; activation, % at 10.6 µM; purified bovine MsrA, absorbance read-out; 360,000 compounds, 0.3% hits; in the data active means activation above about 7.5%;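 further: 0% = vehicle and 100% = reference activator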
Neddylation inh = blocks human cullin neddylation | TR-FRET cullin neddylation, biochemical | AID 651699 | calls only at 25 µM | 360,000 compounds, 0.58% hits; in the data active means inhibition above about 36%
Target sequence (P61081 whole entry, looked up): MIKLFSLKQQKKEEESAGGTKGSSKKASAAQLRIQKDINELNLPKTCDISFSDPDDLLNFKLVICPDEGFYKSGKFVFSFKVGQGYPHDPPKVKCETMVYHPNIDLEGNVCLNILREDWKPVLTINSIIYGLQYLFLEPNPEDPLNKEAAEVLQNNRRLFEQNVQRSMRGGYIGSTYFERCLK
Target sequence (Q13564 whole entry, looked up): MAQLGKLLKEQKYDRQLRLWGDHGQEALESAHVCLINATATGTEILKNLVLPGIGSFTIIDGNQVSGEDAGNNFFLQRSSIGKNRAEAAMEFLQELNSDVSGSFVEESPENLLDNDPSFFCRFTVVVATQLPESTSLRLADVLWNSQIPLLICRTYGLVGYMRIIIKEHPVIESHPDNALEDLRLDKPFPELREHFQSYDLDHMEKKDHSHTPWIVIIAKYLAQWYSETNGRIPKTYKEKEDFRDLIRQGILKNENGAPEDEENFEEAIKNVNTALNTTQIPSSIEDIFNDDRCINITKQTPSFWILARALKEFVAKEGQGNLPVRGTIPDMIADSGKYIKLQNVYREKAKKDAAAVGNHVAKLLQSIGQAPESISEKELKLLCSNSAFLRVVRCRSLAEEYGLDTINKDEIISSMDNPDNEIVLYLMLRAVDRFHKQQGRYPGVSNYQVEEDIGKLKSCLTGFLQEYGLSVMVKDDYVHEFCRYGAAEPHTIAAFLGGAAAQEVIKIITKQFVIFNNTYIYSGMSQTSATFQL
TbMetRS inhib = blocks T. brucei methionyl-tRNA synthetase activity. purified T. brucei MetRS, ATP depletion, Kinase-Glo luminescence. 360,000 compounds, 0.4% hits. inhibition, % at 11.9 µM;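 active means inhibition above a per-plate cutoff of the control wells' mean inhibition plus 3 SD, cut at about 5.5% in these data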;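 further: 0% = DMSO wells median and 100% = median of wells with control inhibitor compound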
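Dosing: 11.9 µM single point; system: parasite MetRS enzyme; technique: luminescence of leftover ATP; times: 15 min enzyme-compound preincubation, 2 h reaction, 10 min detection, 25 °C; replicates: each compound tested once; read-out basis: percent inhibition relative to median high and low control wells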
eLon inh = inhibits E. coli Lon protease | AID 602123 | inhibition, % at 7.94 µM | purified E. coli Lon protease, fluorescence polarization | 360,000 compounds, 0.42% hits; in the data active means inhibition above about 13%, passing the limit was not always enough;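 further: 0% = enzyme with probe and DMSO and 100% = no enzyme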
MsrA inh = inhibitors of bovine MsrA; purified bovine MsrA, absorbance read-out; 360,000 compounds, 0.75% hits; inhibition, % at 15.5 µM; in the data active means inhibition above about 4.5%;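 further: 0% = vehicle wells with enzyme and 100% = reference inhibitor wells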
FAS TE block = FAS thioesterase (human) inhibition | inhibition, % at 15 µM | AID 602261 | P49327 | 360,000 compounds, 0.67% hits | recombinant FAS-TE, OMFH fluorogenic substrate, fluorescence endpoint;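 active means compounds whose normalised, plate-corrected inhibition of enzyme fluorescence in the single-dose primary screen is 50% or more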;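 further: 0% = DMSO with enzyme and 100% = substrate without enzyme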
Rin1-Abl PPI inh = blocks binding of human Rin1 to Abl; P00519+Q13671; TR-FRET Rin1/Abl binding, biochemical; inhibition, % at 7.35 µM; 360,000 compounds, 0.4% hits; in the data active means inhibition above about 5%, passing the limit was not always enough
* hit, by the source's call; i = inactive; / = no result given.

[1] CCOC(=O)CC1C(=O)NCCN1C(=O)Nc1ccc(Cl)cc1 (centres undefined)
[2] CCOc1ccc(OCCOc2ncnc3ccccc23)cc1
[3] COc1cccc(/C=N/NC(=S)Nc2cccc(S(=O)(=O)N(C)C)c2)c1
[4] Cc1ccc(S(=O)(=O)N2CCN(C(=O)CCc3nc4ccccc4c(=O)[nH]3)CC2)c(C)c1
[5] CC1(O)CC(c2ccc(Cl)cc2)=NN1C(=O)c1ccc([N+](=O)[O-])cc1 (centres undefined)
[6] O=C(OCc1nc2ccsc2c(=O)[nH]1)c1ccc(Cl)nc1

assay / entry | 1 | 2 | 3 | 4 | 5 | 6
MLLE-PAM2 inh | 4 | 2 | 25 | -3 | 9 | -6
CSN inh | -4 | 0 | 2 | 3 | -4 | -3
bovine MsrA act | -2 | -4 | -3 | 0 | -5 | -3
Neddylation inh | i | i | i | i | i | i
TbMetRS inhib | -0.4 | -0.7 | -0.2 | -0.2 | -0.4 | -0.2
eLon inh | 0 | 2 | -6 | -8 | -1 | 8
MsrA inh | -1.4 | 0.6 | 1.6 | -0.3 | 0.2 | 0.5
FAS TE block | -6 | 2 | 17 | -2 | 26 | -12
Rin1-Abl PPI inh | -2 | 0 | 0 | 2 | 6 | -1

[7] O=C(O)c1ccccc1C(c1ccc(O)cc1)c1ccc(O)cc1
[8] CCOc1ccc(S(=O)(=O)N(C)c2ccc(OCC(=O)Nc3nc(-c4cc(OC)ccc4OC)cs3)cc2)cc1
[9] O=C(O)c1cccc(NS(=O)(=O)c2cccc(C(=O)Nc3ccccc3[N+](=O)[O-])c2)c1
[10] CC(=O)N1CCN(CCN=CC2=C(O)CC(c3ccco3)CC2=O)CC1 (centres undefined)
[11] CNS(=O)(=O)c1cccc2cccnc12
[12] Cc1c(C(=O)NCc2ccc3c(c2)OCO3)oc2ccccc12

assay / entry | 7 | 8 | 9 | 10 | 11 | 12
MLLE-PAM2 inh | -4 | -19 | -25 | -4 | 10 | 10
CSN inh | 2 | 2 | -2 | 2 | -1 | 9
bovine MsrA act | -3 | -10 | -2 | -13 | -2 | -2
Neddylation inh | i | i | i | i | i | i
TbMetRS inhib | 2.4 | -1.4 | 0.2 | -0.9 | -0.3 | -0.6
eLon inh | 4 | -13 | -7 | -14 | -1 | 6
MsrA inh | 0.0 | 1.9 | 0.5 | -0.5 | -1.3 | 0.7
FAS TE block | -6 | 23 | -4 | -6 | -12 | 25
Rin1-Abl PPI inh | 0 | -4 | 0 | 0 | -1 | -2

[13] COc1cccc(C(=O)N2CCN(C(=O)c3cccs3)CC2)c1OC
[14] Cc1ccc(-c2nnc(SCC(=O)Nc3ccc4c(c3)OCCO4)n2N)cc1
[15] Cc1cc(C)nc(N2N=C(CSc3ccc(Cl)cc3)CC2=O)n1
[16] Cc1ccc(S(=O)(=O)N2CCN(C(=O)c3nn(C(C)C)c(=O)c4ccccc34)CC2)cc1C
[17] CC(=O)c1cc(C)ccc1OC(=O)c1cccc2nc(C)oc12
[18] CCOc1ccc2nnnn2n1

assay / entry | 13 | 14 | 15 | 16 | 17 | 18
MLLE-PAM2 inh | 0 | -30 | 10 | -2 | 20 | 7
CSN inh | 5 | -1 | 1 | 1 | 1 | -1
bovine MsrA act | -6 | -4 | -4 | -5 | -2 | -1
Neddylation inh | i | i | i | i | i | i
TbMetRS inhib | -0.1 | -1.2 | -1.1 | -1.6 | -0.7 | 0.7
eLon inh | -5 | 4 | 4 | 0 | 8 | 1
MsrA inh | -0.1 | -1.1 | 0.1 | 0.1 | -1.5 | 1.4
FAS TE block | -5 | -3 | -5 | 1 | 1 | -4
Rin1-Abl PPI inh | -2 | -2 | -7 | 1 | -5 | -2

[19] CN1CCN(C(=O)c2ccc(-n3cccn3)nc2)CC1
[20] COc1cccc(NC(=O)N2CCCC2)c1
[21] COc1cc(CN2C[C@@H](CO)O[C@@H](n3cnc4c(N5CCN(C)CC5)ncnc43)C2)cc(OC)c1OC
[22] Cn1cccc1/C=N/NC(=O)Cc1ccccc1
[23] CCN(CC)Cc1c(O)c(Cl)cc2c3c(c(=O)oc12)CCCC3
[24] NC(=O)C1(N2CCCCC2)CCN(C2CC(=O)N(Cc3cccs3)C2=O)CC1 (centres undefined)

assay / entry | 19 | 20 | 21 | 22 | 23 | 24
MLLE-PAM2 inh | 11 | -2 | 2 | 0 | 4 | 0
CSN inh | -13 | -2 | -5 | -2 | 6 | -2
bovine MsrA act | -6 | -2 | -4 | 1 | -3 | -3
Neddylation inh | i | i | i | i | / | i
TbMetRS inhib | -0.2 | 0.0 | -0.1 | -0.4 | -1.3 | 0.0
eLon inh | -5 | -14 | 0 | -11 | -9 | -2
MsrA inh | -0.7 | -0.8 | 0.1 | 1.5 | 0.9 | -1.1
FAS TE block | -6 | -12 | -13 | -3 | 3 | -3
Rin1-Abl PPI inh | 1 | -1 | 1 | 2 | -5 | -3

[25] Cc1cccc(C(=O)N2CCC(=O)N([C@H](COCc3cccc(Cl)c3)Cc3ccccc3)CC2)c1
[26] CCOC(=O)C(CC)n1cnc2c(nnn2-c2ccc(OC)cc2)c1=O (centres undefined)
[27] S=c1[nH]nc(-c2ccccc2)c2ccccc12
[28] CC1CC(C)CN(C(=O)C(C)N2CCN(S(=O)(=O)c3ccc(Br)s3)CC2)C1 (centres undefined)
[29] Cc1ccc(OCc2cc(C(=O)N3CCCCCCC3)no2)cc1C
[30] O=C(CCc1ccccc1)Nc1sc2c(c1C(=O)O)CCCC2

assay / entry | 25 | 26 | 27 | 28 | 29 | 30
MLLE-PAM2 inh | / | 3 | 8 | 15 | 15 | 15
CSN inh | -7 | -1 | -12 | -8 | 1 | 0
bovine MsrA act | 1 | -1 | 0 | -4 | -1 | -2
Neddylation inh | i | i | i | i | i | i
TbMetRS inhib | -0.2 | -0.6 | 0.4 | -0.1 | -0.3 | 0.8
eLon inh | 1 | -7 | -5 | -10 | -3 | -6
MsrA inh | -1.2 | 1.4 | 3.2 | 0.4 | 0.7 | -1.5
FAS TE block | 18 | -4 | 1 | 20 | 16 | 0
Rin1-Abl PPI inh | / | -3 | 1 | 4 | 0 | 0

[31] Cc1ccccc1-c1cnc(C(O)c2ccccc2)[nH]1 (centres undefined)
[32] O=C(Nc1ccc(F)c(Cl)c1)C1CCCCC1
[33] CC(C)NC(=O)Cn1c(SCC(=O)NC2CCCC2)nc2ccccc21
[34] Cc1c(C(=O)N(C)C)c2ccc(Cl)cc2n1O
[35] CC(=O)c1cccc(NC(=O)COc2cc3oc(=O)c(CC(C)O)c(C)c3cc2Cl)c1 (centres undefined)
[36] O=C(Cc1ccc(Cl)cc1)N/N=C1\CCCc2ccccc21

assay / entry | 31 | 32 | 33 | 34 | 35 | 36
MLLE-PAM2 inh | -5 | 3 | 12 | 20 | 6 | 4
CSN inh | 1 | -2 | 2 | 0 | -2 | 1
bovine MsrA act | 2 | -9 | 2 | -11 | -7 | -1
Neddylation inh | i | i | i | i | i | i
TbMetRS inhib | -0.2 | -0.6 | 0.5 | 0.2 | -0.7 | -0.4
eLon inh | -2 | -5 | -6 | -9 | 1 | -6
MsrA inh | -1.2 | 0.6 | -0.2 | -0.7 | 2.4 | -0.1
FAS TE block | -6 | 1 | -6 | -15 | -8 | 4
Rin1-Abl PPI inh | -2 | 0 | 0 | 1 | -1 | 4

[37] COc1cc(OC)cc(C(=O)N2CCN(C3CCN(Cc4ccccc4)CC3)CC2)c1
[38] O=C(NCc1ccc(F)cc1)C1CCCN(S(=O)(=O)c2cccnc2)C1 (centres undefined)
[39] CCOC(=O)C1=C(COC(=O)Cc2ccccc2)NC(=O)NC1C (centres undefined)
[40] Cn1ncc(Br)c1NC(=O)Nc1ccc(Cl)cc1
[41] Cc1ccccc1N=C1c2cc([N+](=O)[O-])ccc2-c2ncccc21
[42] Cc1cc(OC(C)C(=O)N/N=C/CC(C)c2ccccc2)ccc1Cl (centres undefined)

assay / entry | 37 | 38 | 39 | 40 | 41 | 42
MLLE-PAM2 inh | 5 | -5 | -11 | -6 | -2 | 9
CSN inh | 3 | 0 | 4 | -4 | -11 | 3
bovine MsrA act | -1 | -10 | -3 | -2 | -10 | -7
Neddylation inh | i | i | i | i | i | i
TbMetRS inhib | -0.5 | 0.0 | -0.2 | 0.2 | -0.2 | -0.3
eLon inh | 0 | -10 | 1 | -6 | 1 | -9
MsrA inh | 1.9 | -1.2 | -0.4 | / | 1.1 | 1.1
FAS TE block | -7 | -3 | -3 | 0 | 34 | -1
Rin1-Abl PPI inh | 2 | 2 | 1 | -1 | -3 | -3

[43] CCc1nc(SCC(=O)NCc2ccco2)c2c3c(sc2n1)CCCC3
[44] C/C(=N\NC(=S)Nc1c(C)cccc1C)c1cc2ccccc2o1
[45] CNC(=O)[C@@]1(Cc2ccccc2)C=C[C@@H](C)N1C(C)=O
[46] Cc1cccc(C)c1-n1nnnc1-c1nc2cc3ccccc3cc2[nH]c1=O
[47] O=C(c1cnc(-c2ccccc2)s1)c1ccc(Cl)cc1Cl
[48] O=S(=O)(NC1CCCCC1Sc1ncccn1)c1ccccc1 (centres undefined)
[49] O=C(NNc1c2ccccc2nc2ccccc12)c1ccc(Cl)cc1
[50] CC(C)(C)c1ccc(Oc2ccc(N)cn2)cc1

assay / entry | 43 | 44 | 45 | 46 | 47 | 48 | 49 | 50
MLLE-PAM2 inh | 5 | 15 | 13 | / | 6 | -5 | -2 | -99
CSN inh | 2 | 2 | -3 | 3 | -1 | -14 | 3 | -78
bovine MsrA act | -3 | -3 | -3 | -1 | -5 | -5 | 0 | -1
Neddylation inh | i | i | i | i | i | i | i | i
TbMetRS inhib | 0.3 | 0.0 | -0.1 | 54* | -0.8 | -0.2 | 0.4 | -0.5
eLon inh | -4 | -3 | 1 | 5 | -5 | -7 | -3 | -305
MsrA inh | 1.0 | 2.4 | -0.3 | 0.7 | 2.4 | -1.4 | 0.3 | 0.1
FAS TE block | 2 | 5 | -3 | 2 | 30 | -7 | 3 | 1
Rin1-Abl PPI inh | -44 | 1 | -4 | / | -1 | 2 | 1 | 1

Shown with two lines to a compound: part of the list above.
Results follow in this order: MLLE-PAM2 inh	CSN inh	bovine MsrA act	Neddylation inh	TbMetRS inhib	eLon inh	MsrA inh	FAS TE block	Rin1-Abl PPI inh
#37 COc1cc(OC)cc(C(=O)N2CCN(C3CCN(Cc4ccccc4)CC3)CC2)c1
  5	3	-1	i	-0.5	0	1.9	-7	2
#38 O=C(NCc1ccc(F)cc1)C1CCCN(S(=O)(=O)c2cccnc2)C1 (centres undefined)
  -5	0	-10	i	0.0	-10	-1.2	-3	2
#39 CCOC(=O)C1=C(COC(=O)Cc2ccccc2)NC(=O)NC1C (centres undefined)
  -11	4	-3	i	-0.2	1	-0.4	-3	1
#40 Cn1ncc(Br)c1NC(=O)Nc1ccc(Cl)cc1
  -6	-4	-2	i	0.2	-6	/	0	-1
#41 Cc1ccccc1N=C1c2cc([N+](=O)[O-])ccc2-c2ncccc21
  -2	-11	-10	i	-0.2	1	1.1	34	-3
#42 Cc1cc(OC(C)C(=O)N/N=C/CC(C)c2ccccc2)ccc1Cl (centres undefined)
  9	3	-7	i	-0.3	-9	1.1	-1	-3
#43 CCc1nc(SCC(=O)NCc2ccco2)c2c3c(sc2n1)CCCC3
  5	2	-3	i	0.3	-4	1.0	2	-44
#44 C/C(=N\NC(=S)Nc1c(C)cccc1C)c1cc2ccccc2o1
  15	2	-3	i	0.0	-3	2.4	5	1
#45 CNC(=O)[C@@]1(Cc2ccccc2)C=C[C@@H](C)N1C(C)=O
  13	-3	-3	i	-0.1	1	-0.3	-3	-4
#46 Cc1cccc(C)c1-n1nnnc1-c1nc2cc3ccccc3cc2[nH]c1=O
  /	3	-1	i	54*	5	0.7	2	/
#47 O=C(c1cnc(-c2ccccc2)s1)c1ccc(Cl)cc1Cl
  6	-1	-5	i	-0.8	-5	2.4	30	-1
